MBD2 DNA inh: inhibitors of MBD2 binding to methylated DNA, primary screen, biochemical, TR-FRET, DNA-binding domain, human | Methyl-CpG-binding domain protein 2 (Homo sapiens), Q9UBB5 | MBD2 binding to methylated oligonucleotide | inhibition, % at 4.4 µM | 370,000 compounds, 0.31% hits; in the data active = inhibition above about 13%
Target sequence (Q9UBB5 whole entry, looked up, the tested form may be a part): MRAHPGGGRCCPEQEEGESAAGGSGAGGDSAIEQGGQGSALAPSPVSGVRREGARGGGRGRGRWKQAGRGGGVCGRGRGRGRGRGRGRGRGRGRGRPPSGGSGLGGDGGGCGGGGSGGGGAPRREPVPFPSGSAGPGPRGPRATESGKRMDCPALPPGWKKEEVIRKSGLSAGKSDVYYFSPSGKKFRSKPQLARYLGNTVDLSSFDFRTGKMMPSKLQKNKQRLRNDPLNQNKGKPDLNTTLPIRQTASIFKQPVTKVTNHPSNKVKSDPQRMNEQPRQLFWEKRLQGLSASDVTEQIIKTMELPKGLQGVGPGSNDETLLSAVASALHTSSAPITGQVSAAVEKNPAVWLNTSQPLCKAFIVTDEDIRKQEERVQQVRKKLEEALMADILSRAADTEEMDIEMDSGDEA
PLCg1 inh: PLC-gamma1 enzyme inhibitors, primary screen, biochemical, fluorescence, purified enzyme. inhibition, % at 12.2 µM. fluorogenic substrate. AID 720700, 2013. 370,000 compounds, 0.84% hits. 1-phosphatidylinositol 4,5-bisphosphate phosphodiesterase gamma-1 (Homo sapiens), P19174; in the data active = inhibition above about 9.5%
ADAM17 inh: ADAM17 inhibitors, primary screen, biochemical, QFRET; inhibition, % at 6.95 µM; AID 720648, 2013; Disintegrin and metalloproteinase domain-containing protein 17 (Homo sapiens), P78536; recombinant ADAM17, EDANS/DABCYL FRET peptide cleavage; 370,000 compounds, 0.83% hits;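 active = inhibition above the mean of compounds lying between control limits plus 3 SD, set per campaign, cut at about 8.5% in these data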;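 note: 0% = DMSO-only wells as the low control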
Target sequence (P78536 215-824 limits assumed): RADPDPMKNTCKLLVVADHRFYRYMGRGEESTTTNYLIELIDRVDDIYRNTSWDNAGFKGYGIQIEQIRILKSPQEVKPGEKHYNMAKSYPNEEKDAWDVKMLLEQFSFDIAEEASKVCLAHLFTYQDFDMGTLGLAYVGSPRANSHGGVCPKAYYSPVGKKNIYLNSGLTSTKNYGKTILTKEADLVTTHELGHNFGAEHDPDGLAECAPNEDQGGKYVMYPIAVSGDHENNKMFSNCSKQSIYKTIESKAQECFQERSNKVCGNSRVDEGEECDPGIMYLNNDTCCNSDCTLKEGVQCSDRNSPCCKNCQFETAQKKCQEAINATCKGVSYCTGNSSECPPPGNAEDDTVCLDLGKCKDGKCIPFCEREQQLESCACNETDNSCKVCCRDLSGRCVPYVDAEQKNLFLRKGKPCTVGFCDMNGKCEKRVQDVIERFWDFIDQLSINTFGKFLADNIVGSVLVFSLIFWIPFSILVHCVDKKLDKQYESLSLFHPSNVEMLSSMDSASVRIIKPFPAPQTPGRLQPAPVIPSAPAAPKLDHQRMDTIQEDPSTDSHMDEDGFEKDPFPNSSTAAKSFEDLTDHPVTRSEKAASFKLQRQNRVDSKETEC
PLC-beta3 inh: human PLC-beta3 inhibitors, primary screen, biochemical, fluorescence. Purified PLC-beta3, fluorogenic substrate. inhibition, % at 12.2 µM. 370,000 compounds, 0.18% hits; in the data active = inhibition above about 11%;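 note: 0% = median of compound wells on plate and 100% = full blocker control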
SMARCA2 activ: SMARCA2 (BRM) function activators, primary screen, cell-based, luminescence, high throughput; activation, % at 9.1 µM; MG213 cells, MMTV-luciferase reporter, dexamethasone, overnight; 370,000 compounds, 1% hits; in the data active = activation above about 7.8%;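 note: 0% = vehicle wells and 100% = reference activator wells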
hcDAF12 agonist: H. contortus DAF-12 nuclear receptor activators, primary screen, cell-based, luminescence, HEK293, lit1-tk-luc reporter; HEK293 hcDAF-12 lit1-tk-luc reporter; 0% DMSO, 100% Δ7-dafachronic acid; activation, % at 6.8 µM; 370,000 compounds, 1.4% hits;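 active = activation above the mean of all tested compounds plus 3 SD, cut at about 5.5% in these data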;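 note: 100% = response to 3 µM Δ7-dafachronic acid high control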
DAX1 inh-1: DAX1 (NR0B1) inhibitors on StAR promoter, primary screen, cell-based, luminescence, SF-1 (NR5A1), full-length DAX-1; HEK293T StAR-luciferase reporter, SF-1/DAX-1 repression relief; inhibition, % at 6.8 µM; 370,000 compounds, 1.1% hits; AID 652010, 2013;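 active = inhibition above the mean over all tested compounds plus 3 SD, cut at about 3.6% in these data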;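 note: 0% = DAX-1 cells with DMSO and 100% = cells lacking DAX-1 with DMSO; higher inhibition means more luminescence from relief of DAX-1 repression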
DAX1 inh-2: DAX1 (NR0B1) inhibitors, primary screen, cell-based, HEK293, Gal4-DAX1, luciferase luminescence; HEK293 Gal4-DAX1 luciferase reporter; inhibition, % at 6.75 µM; 340,000 compounds, 0.99% hits; AID 504766, 2011;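 active = inhibition above the mean over all tested compounds plus 3 SD, cut at about 4.2% in these data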;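 note: 0% = DAX1-transfected cells with DMSO and 100% = empty-vector control cells with DMSO; inhibition shows as a rise in luminescence from relieved DAX1 repression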
ssDAF12 agonist: S. stercoralis DAF-12 nuclear receptor activators, primary screen, cell-based, luminescence, HEK293, GRIP1 co-expression, lit1-tk-luc; Nuclear hormone receptor DAF-12 (Strongyloides stercoralis); HEK293 ssDAF-12/GRIP1 lit1-tk-luc reporter; % of 3 µM dafachronic acid response; activation, % at 6.8 µM; 370,000 compounds, 1% hits;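 active = activation above the mean over all tested compounds plus 3 SD, cut at about 0.9% in these data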;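 note: 0% = DMSO-only wells and 100% = 3 µM delta7-dafachronic acid wells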
Rev-erbA mod: modulators of Rev-erb alpha DNA binding, primary screen, biochemical, FITC-DNA, fluorescence polarization, uHTS. Nuclear receptor subfamily 1 group D member 1 (Homo sapiens), P20393. Rev-erbα–FITC-DNA binding, 90 min. activity, % at 10 µM. 370,000 compounds, 0.79% hits. AID 1259318, 2017;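 active = activity above about 14%, limit read from the data; passing the limit was not always enough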;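 note: 0% = DMSO wells with 35 nM protein and 100% = DMSO wells with 750 nM protein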
hgDAF-12 ag: H. glycines DAF-12 receptor agonists, primary screen, cell-based, luminescence, HEK293, GAL4 fusion, UAS-luciferase. Nuclear hormone receptor DAF-12 (Heterodera glycines), GAL4 fusion. HEK293 GAL4-hgDAF12 UAS-luciferase reporter, agonist luminescence; normalized to butyrate control. activation, % at 6.8 µM. 370,000 compounds, 1.8% hits. AID 687014, 2013;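 active = activation above a cutoff set at the mean of all screened compounds plus 3 SD, cut at about 10% in these data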;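 note: 0% = DMSO wells and 100% = sodium butyrate wells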
* marks the source's active call; other numbers are inactive results; & = joins results of further samples.

For Cc1ccc(NC(=O)[C@@H](C)NC(=O)[C@@H]2Cc3ccccc3CN2)cc1 the results were MBD2 DNA inh 1, PLCg1 inh -1, ADAM17 inh 0, PLC-beta3 inh -2, SMARCA2 activ 4, hcDAF12 agonist 0.0, DAX1 inh-1 2.3, DAX1 inh-2 1.0, ssDAF12 agonist -0.3, Rev-erbA mod 4 and hgDAF-12 ag 4.9.
For COc1ccc(C2/C=C\CN(S(=O)(=O)c3cccs3)CC(=O)N2Cc2ccc(F)cc2)cc1 (stereo not given) the results were MBD2 DNA inh 6, PLCg1 inh 2, ADAM17 inh -1, PLC-beta3 inh 5, SMARCA2 activ 1, hcDAF12 agonist -2.4, DAX1 inh-1 -0.7, DAX1 inh-2 0.1, ssDAF12 agonist 0.2, Rev-erbA mod -1 and hgDAF-12 ag -0.1.
`c1ccc(-c2nc3cc4ccccc4cc3[nH]2)nc1` gave MBD2 DNA inh -8, PLCg1 inh -143, ADAM17 inh -7, PLC-beta3 inh -160, SMARCA2 activ 5, hcDAF12 agonist 8.8*, DAX1 inh-1 1.7, DAX1 inh-2 -3.3, ssDAF12 agonist 0.3, Rev-erbA mod -3 and hgDAF-12 ag 8.8.
Screening CCN(CC)C(=O)CSc1nc(O)c(Cc2ccccc2)c(=O)n1-c1ccccc1 returned MBD2 DNA inh -8, PLCg1 inh 1, ADAM17 inh 3, PLC-beta3 inh -2, SMARCA2 activ 8, hcDAF12 agonist -1.5, DAX1 inh-1 -0.5, DAX1 inh-2 -0.4, ssDAF12 agonist -1.3, Rev-erbA mod -2 and hgDAF-12 ag -2.9.
For O=C(OC12CCCN(C1)/C(=C/c1ccc(Cl)cc1)C2)c1ccc(Cl)cc1 (stereo not given) the results were MBD2 DNA inh 1, PLCg1 inh 0, ADAM17 inh 0, PLC-beta3 inh 1, SMARCA2 activ -2, hcDAF12 agonist -0.5, DAX1 inh-1 0.9, ssDAF12 agonist -0.6, Rev-erbA mod -3 and hgDAF-12 ag -1.2.
COc1ccc(C(CNC(=O)COc2ccccc2-c2ccccc2)N2CCOCC2)cc1 (stereo not given) was read as MBD2 DNA inh 5, PLCg1 inh 3, ADAM17 inh 1, PLC-beta3 inh -4, SMARCA2 activ -5, hcDAF12 agonist -1.6, DAX1 inh-1 -0.5, DAX1 inh-2 0.4, ssDAF12 agonist -1.0, Rev-erbA mod -1 and hgDAF-12 ag -5.0.
For CC[C@]12c3[nH]c4ccc(OC)cc4c3CCN1C(=O)C(CC(=O)NCCCn1ccnc1)C[C@@H]2C(=O)N1CCN(C(=O)c2ccco2)CC1 (stereo not given in full) the results were MBD2 DNA inh -1, PLCg1 inh -2, ADAM17 inh -2, PLC-beta3 inh -1, SMARCA2 activ 1, hcDAF12 agonist 0.4, DAX1 inh-1 0.3, DAX1 inh-2 1.4, ssDAF12 agonist -0.6, Rev-erbA mod -1 and hgDAF-12 ag 0.9.
For Cc1nnc(N(C)C(=O)c2ccccn2)s1 the results were MBD2 DNA inh -2, PLCg1 inh 2, ADAM17 inh -5, PLC-beta3 inh 2, SMARCA2 activ 1, hcDAF12 agonist -0.5, DAX1 inh-1 0.1, DAX1 inh-2 -0.1, ssDAF12 agonist -0.9, Rev-erbA mod -4 and hgDAF-12 ag -0.1.
Cn1c(=O)cc(SCC(=O)Nc2ccccn2)c2ccccc21 was read as MBD2 DNA inh 2, PLCg1 inh 0, ADAM17 inh -3, PLC-beta3 inh 0, SMARCA2 activ -1, hcDAF12 agonist 0.4, DAX1 inh-1 0.6, ssDAF12 agonist -1.2, Rev-erbA mod -5 and hgDAF-12 ag 1.2.
For C=CCc1cc(OC)ccc1OCC(O)CN1CCN(c2ccc(OC)cc2)CC1 (stereo not given) the results were MBD2 DNA inh 0&-2, PLCg1 inh 2&2, ADAM17 inh -1&3, PLC-beta3 inh 1&7, SMARCA2 activ 2&0, hcDAF12 agonist -0.9&-1.8, DAX1 inh-1 -0.9&-0.1, DAX1 inh-2 -0.2, ssDAF12 agonist -1.2&-1.1, Rev-erbA mod 0&-1 and hgDAF-12 ag -0.5&-2.7.
For CCc1cc(=O)[nH]c(SCC(=O)Nc2cc(C)on2)n1 the results were MBD2 DNA inh 3, PLCg1 inh 7, ADAM17 inh -5, PLC-beta3 inh -10, SMARCA2 activ -1, hcDAF12 agonist -1.1, DAX1 inh-1 -0.8, DAX1 inh-2 -1.3, ssDAF12 agonist -0.5, Rev-erbA mod -6 and hgDAF-12 ag -0.8.
C=CCN1CN(S(=O)(=O)c2cccc(Cl)c2)c2nc3ccccc3nc21 was read as MBD2 DNA inh 2, PLCg1 inh -34, ADAM17 inh -97, PLC-beta3 inh -60, SMARCA2 activ 2, hcDAF12 agonist 0.6, DAX1 inh-1 -0.2, DAX1 inh-2 0.7, ssDAF12 agonist -0.7, Rev-erbA mod 2 and hgDAF-12 ag 1.4.
Cc1ccccc1N1CCN(C(=O)[C@@H]2CCCN2C2=NS(=O)(=O)c3ccccc32)CC1 was read as MBD2 DNA inh 0, PLCg1 inh 1, ADAM17 inh -1, PLC-beta3 inh 0, SMARCA2 activ -1, hcDAF12 agonist 0.8, DAX1 inh-1 -2.4, DAX1 inh-2 -0.1, ssDAF12 agonist -1.8, Rev-erbA mod -4 and hgDAF-12 ag -2.2.
For CCc1nc2ccc(C(=O)NCCc3ccc(OC)cc3)cc2nc1CC the results were MBD2 DNA inh -5, PLCg1 inh 1, ADAM17 inh -3, PLC-beta3 inh -5, SMARCA2 activ 0, hcDAF12 agonist -1.8, DAX1 inh-1 0.2, DAX1 inh-2 -0.2, ssDAF12 agonist -0.9, Rev-erbA mod 5 and hgDAF-12 ag -1.2.
COc1ccc(NC(=O)c2cc([N+](=O)[O-])ccc2N2CCCCC2)cc1OC was read as MBD2 DNA inh 0, PLCg1 inh 8, ADAM17 inh 2, PLC-beta3 inh 6, SMARCA2 activ -2, hcDAF12 agonist -0.7, DAX1 inh-1 -1.0, DAX1 inh-2 -0.7, ssDAF12 agonist -1.1, Rev-erbA mod 5 and hgDAF-12 ag -2.4.
`C=CC[C@@H](CC(=O)N[C@H](CO)Cc1ccccc1)C(=O)N[C@@H](COC(=O)[C@@H](CC=C)Cc1ccc(F)cc1)Cc1ccccc1` gave MBD2 DNA inh -2, PLCg1 inh -2, ADAM17 inh -1, PLC-beta3 inh 2, SMARCA2 activ 1, hcDAF12 agonist -0.8, DAX1 inh-1 -0.1, DAX1 inh-2 2.1, ssDAF12 agonist -0.1, Rev-erbA mod 9 and hgDAF-12 ag 6.4.
C(=C1c2ccccc2-c2ccccc21)c1ccncc1 was read as MBD2 DNA inh 3, PLCg1 inh -4, ADAM17 inh 1, PLC-beta3 inh -6, SMARCA2 activ -1, hcDAF12 agonist 1.2, DAX1 inh-1 -0.7, DAX1 inh-2 1.2, ssDAF12 agonist -0.9, Rev-erbA mod 15 and hgDAF-12 ag -0.6.
Screening COc1ccc(C)cc1NC(=O)C12CCC(C)(C(=O)O1)C2(C)C (stereo not given) returned MBD2 DNA inh 7, PLCg1 inh 0, ADAM17 inh -2, PLC-beta3 inh 4, SMARCA2 activ -2, hcDAF12 agonist -2.3, DAX1 inh-1 -0.6, DAX1 inh-2 -0.9, ssDAF12 agonist -1.2, Rev-erbA mod 4 and hgDAF-12 ag 1.4.
O=C(C1CC1)N1CCc2cc(Br)cc(S(=O)(=O)NCC3COc4ccccc4O3)c21 (stereo not given) was read as MBD2 DNA inh -2, PLCg1 inh 2, ADAM17 inh -3, PLC-beta3 inh 1, SMARCA2 activ -6, hcDAF12 agonist -0.1, DAX1 inh-1 -0.2, DAX1 inh-2 2.1, ssDAF12 agonist -0.9, Rev-erbA mod 1 and hgDAF-12 ag -0.2.
For CCN(Cc1ccccc1)C(=O)c1cccs1 the results were MBD2 DNA inh -2, PLCg1 inh 3, ADAM17 inh 2, PLC-beta3 inh -2, SMARCA2 activ -4, hcDAF12 agonist 1.4, DAX1 inh-1 0.3, DAX1 inh-2 0.0, ssDAF12 agonist -1.2, Rev-erbA mod 6 and hgDAF-12 ag 2.0.
For COc1ccc(CSc2nc(C)cc(C)c2C#N)cc1 the results were MBD2 DNA inh 1, PLCg1 inh 0, ADAM17 inh -5, PLC-beta3 inh -5, SMARCA2 activ -2, hcDAF12 agonist -3.0, DAX1 inh-1 -0.2, DAX1 inh-2 1.9, ssDAF12 agonist -2.4, Rev-erbA mod -1 and hgDAF-12 ag -4.0.
C=CCNc1nc(Nc2ccc(Cl)cc2)nc(OC)n1 was read as MBD2 DNA inh 3, PLCg1 inh 1, ADAM17 inh -2, PLC-beta3 inh -1, SMARCA2 activ 1, hcDAF12 agonist -0.2, DAX1 inh-1 0.0, DAX1 inh-2 -0.9, ssDAF12 agonist -0.3, Rev-erbA mod 3 and hgDAF-12 ag 2.8.
CCOC(=O)c1cc(C#N)c(N2CCN(C)CC2)nc1-c1ccccc1 was read as MBD2 DNA inh 0, PLCg1 inh -9, ADAM17 inh 0, PLC-beta3 inh -7, SMARCA2 activ -2, hcDAF12 agonist -0.8, DAX1 inh-1 -0.3, DAX1 inh-2 -0.7, ssDAF12 agonist -1.5, Rev-erbA mod 0 and hgDAF-12 ag 0.1.
`CC(Oc1ccc2ccccc2c1)C(=O)NNC(=S)NC(=O)c1ccco1` (stereo not given) gave MBD2 DNA inh -1, PLCg1 inh 7, ADAM17 inh 4, PLC-beta3 inh -4, SMARCA2 activ -2, hcDAF12 agonist -2.3, DAX1 inh-1 -0.1, DAX1 inh-2 -0.3, ssDAF12 agonist -0.6, Rev-erbA mod 6 and hgDAF-12 ag 0.8.
For O=C(O)CCCC(=O)Nc1ccc2c(c1)oc1ccccc12 the results were MBD2 DNA inh 0, PLCg1 inh 0, ADAM17 inh 3, PLC-beta3 inh -4, SMARCA2 activ -2, hcDAF12 agonist -2.0, DAX1 inh-1 0.1, DAX1 inh-2 2.4, ssDAF12 agonist -1.0, Rev-erbA mod -4 and hgDAF-12 ag -1.8.

Source: PubChem BioAssay
